MLLE-PAM2 inh: inhibitors of microRNA-mediated deadenylation, human PABP1 MLLE binding | 360,000 tested, 0.36% active | AID 588489 | GST-MLLE / FITC-PAM2 fluorescence polarization | inhibition, % at 20 µM; in the data active means inhibition above about 35%, passing the limit was not always enough;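 further: plate controls were DMSO wells with GST-MLLE for no effect and wells lacking GST-MLLE protein for full effect; some results filed as inactive read as strong as hits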
Target sequence (P11940 whole entry, looked up): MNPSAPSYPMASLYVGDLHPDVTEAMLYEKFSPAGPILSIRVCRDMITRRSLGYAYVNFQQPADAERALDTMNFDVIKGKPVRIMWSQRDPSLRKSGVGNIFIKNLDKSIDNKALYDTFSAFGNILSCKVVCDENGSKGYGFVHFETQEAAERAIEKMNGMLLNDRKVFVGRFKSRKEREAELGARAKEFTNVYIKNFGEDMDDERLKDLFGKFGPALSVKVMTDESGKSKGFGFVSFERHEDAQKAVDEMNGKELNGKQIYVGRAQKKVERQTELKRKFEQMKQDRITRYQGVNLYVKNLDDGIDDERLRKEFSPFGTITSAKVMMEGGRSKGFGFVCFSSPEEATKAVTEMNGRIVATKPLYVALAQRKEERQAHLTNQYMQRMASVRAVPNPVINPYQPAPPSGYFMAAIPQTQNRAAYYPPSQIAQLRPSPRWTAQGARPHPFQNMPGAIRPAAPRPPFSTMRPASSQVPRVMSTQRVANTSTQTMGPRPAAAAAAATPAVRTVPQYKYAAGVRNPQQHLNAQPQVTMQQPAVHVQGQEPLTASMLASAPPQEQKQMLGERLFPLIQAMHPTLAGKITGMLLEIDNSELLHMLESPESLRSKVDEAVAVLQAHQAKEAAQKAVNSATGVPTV
TbMetRS inhib: blocks T. brucei methionyl-tRNA synthetase activity. purified T. brucei MetRS, ATP depletion, Kinase-Glo luminescence. inhibition, % at 11.9 µM. 360,000 tested, 0.4% active;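 active means inhibition above a per-plate cutoff of the control wells' mean inhibition plus 3 SD, cut at about 5.5% in these data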;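 further: 0% = DMSO wells median and 100% = median of wells with control inhibitor compound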
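Test system – parasite MetRS enzyme · Reagent – substrates ATP, L-methionine and bulk Escherichia coli tRNA · Doses – 11.9 µM compound single dose, 0.9% DMSO · Times – 15 min enzyme-compound preincubation, 2 h reaction, 10 min detection, 25 °C · Signal – Kinase-Glo luminescence, ATP depletion format · Controls – DMSO-only wells as low control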
NRP1-CendR mod: alters CendR peptide binding to human NRP-1 | O14786 | FAM-RPARPAR peptide binding to NRP-1, fluorescence polarization | inhibition, % at 25 µM | 360,000 tested, 0.85% active | AID 602438;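 active means inhibition or corrected inhibition above about 18%, plus a signal ratio from 0.5 to 1.5, limit read from the data, passing the limit was not always enough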; further: strong numbers were not always called active
MsrA act: activators of bovine methionine sulfoxide reductase A; purified bovine MsrA, absorbance read-out; activation, % at 10.6 µM; 360,000 tested, 0.3% active; AID 602163; in the data active means activation above about 7.5%;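 further: 0% = vehicle and 100% = reference activator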
eLon inh: E. coli protease La inhibition; P0A9M0; purified E. coli Lon protease, fluorescence polarization; inhibition, % at 7.94 µM; 360,000 tested, 0.42% active; AID 602123; in the data active means inhibition above about 13%, passing the limit was not always enough;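 further: 0% = enzyme with probe and DMSO and 100% = no enzyme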
MsrA inhibitor: inhibits bovine methionine sulfoxide reductase A. purified bovine MsrA, absorbance read-out. inhibition, % at 15.5 µM. 360,000 tested, 0.75% active; in the data active means inhibition above about 4.5%;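 further: 0% = vehicle wells with enzyme and 100% = reference inhibitor wells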
FAS TE block: FAS thioesterase (human) inhibition; P49327; recombinant FAS-TE, OMFH fluorogenic substrate, fluorescence endpoint; inhibition, % at 15 µM; 360,000 tested, 0.67% active; AID 602261;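 active means compounds whose normalised, plate-corrected inhibition of enzyme fluorescence in the single-dose primary screen is 50% or more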;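 further: 0% = DMSO with enzyme and 100% = substrate without enzyme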
MT1-MMP act inh: blocks activation of human MT1-MMP | 360,000 tested, 0.061% active | HT1080 RFP-PRO-GFP cells, GFP/RFP ratio fluorescence, overnight; percent of plate control window, DMSO zero | AID 651647 | GFP/RFP ratio change, % at 20 µM;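 active means GFP/RFP ratio change of at least 30% with cell ATP level not reduced by more than half and red fluorescence within 50% of control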; further: strong numbers were not always called active
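Test system: HT1080 RFP-PRO-GFP cells; Benchmarks: DMSO and RFP-L50D-GFP cell wells; Timing: cells overnight before dosing, compound overnight, 37 °C, 5% CO2; Compound: one 20 µM compound dose with 1% DMSO; Read-out: GFP/RFP fluorescence ratio.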
SKN-1 block: C. elegans SKN-1 inhibition; inhibition, % at 21.8 µM; 360,000 tested, 0.49% active; C. elegans VP596 Pgst-4::GFP/RFP ratio, acrylamide-induced, 24 h; AID 624304;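 active means interference check ratio from 0.5 to 1.5 plus GFP to RFP signal ratio inhibition reaching or exceeding a fixed threshold, cut at about 30% in these data, passing the limit was not always enough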; further: some compounds called inactive have numbers as strong as hits
Starred values were filed as active, the others as inactive; . = not tested or not shown.

Compound	MLLE-PAM2 inh	TbMetRS inhib	NRP1-CendR mod	MsrA act	eLon inh	MsrA inhibitor	FAS TE block	MT1-MMP act inh	SKN-1 block
CSc1ncccc1C(=O)N1CCC1(C)C(=O)NC(C)C (stereo not given)	-8	-0.2	-4	-4	-5	0.6	-7	-2	24
Nc1ccc(Sc2nc3ccccc3[nH]2)cc1	-49	-0.2	9	-2	6	1.4	-5	0	-17
N#CC1(NC(=O)COC(=O)c2cc(O)c3ccccc3c2O)CCCCC1	23	-0.5	-6	-6	3	.	37	-11	10
CCSc1nnc([C@H](Cc2ccccc2)NC(=O)OC(C)(C)C)o1	-9	-0.5	-5	-1	0	0.2	-5	0	12
OCCC1CN(Cc2ccc3c(c2)CCO3)CCN1Cc1ccc(F)cc1 (stereo not given)	14	-0.5	-5	-10	-2	-0.1	-8	-3	-5
O=C(c1ccc2c(c1)OCCO2)N1CCN(c2ncc(C(F)(F)F)cc2Cl)CC1	26	-0.5	10	-1	10	1.2	15	1	10
O=C(NNC(=O)c1ccc[nH]1)c1cc(Cl)cc(Cl)c1	0	0.1	-1	2	-4	0.6	0	0	13
COc1ccc(CCNC(=O)C/C(C)=N/NC(=O)c2cnccn2)cc1	2	-0.4	16	-2	8	-0.3	-5	7	-2
CCCCNC(=O)CNC(=O)c1nn(-c2ccc(OC)c(Cl)c2)c(=O)c2ccccc12	2	-0.8	-3	-5	-5	-0.8	-5	4	10
O=C(Cc1ccccc1)N/N=C/c1ccc(S(=O)(=O)O)o1	4	0.0	8	-3	-9	1.5	-5	3	-4
Cc1nnc(SCC(=O)N(CCC#N)c2ccc3c(c2)OCCO3)s1	8	-0.3	-2	-3	-1	-0.1	-9	-1	-3
COC(=O)c1cc2c(ccn2-c2ccc(F)cc2)n1CC(C)C	7	-0.6	7	0	-3	0.8	24	-7	9

(continued)
Compound	MLLE-PAM2 inh	TbMetRS inhib	NRP1-CendR mod	MsrA act	eLon inh	MsrA inhibitor	FAS TE block	MT1-MMP act inh	SKN-1 block
CCOc1nc(Nc2ccc(OC)c(Cl)c2)nc(N2CCN(c3ccc(OC)cc3)CC2)n1	-4	-1.0	5	-4	-4	0.1	23	-13	19
CCOC(=O)c1cc(CC)sc1NC(=O)CC1Sc2ccc(C(F)(F)F)cc2NC1=O (stereo not given)	2	0.5	-8	0	-8	0.8	-7	3	-1
COc1ccc(C(=O)CSc2nc3ncccc3[nH]2)cc1OC	-14	1.6	4	-10	6	0.1	-6	8	10
COc1ccc(Sc2nc3ccccc3n3c(C(F)(F)F)nnc23)cc1	-2	0.0	2	0	-2	-0.1	-4	2	-8
Cc1ccc(C(C)NC(=O)c2cc(C)oc2C)cc1 (stereo not given)	1	0.6	7	1	5	0.3	0	3	10
CCC(C)(C)NC(=O)C(c1ccc(O)cc1)N(CCOC)C(=O)CCC(=O)Nc1nccs1 (stereo not given)	15	0.3	0	-1	3	-0.4	-5	-7	-10
O=C(CNS(=O)(=O)c1ccccc1)Nc1cccc([N+](=O)[O-])c1	11	-0.7	12	-3	-7	0.3	2	2	13
COc1ccc(-c2c[n+]3c(n2-c2c(C)n(C)n(-c4ccccc4)c2=O)CCCCC3)cc1	3	-0.3	14	-2	5	0.9	-3	3	12
CN(C)c1ccc(/C=C2\N=C(c3ccc(Cl)c([N+](=O)[O-])c3)NC2=O)cc1	-118	-1.3	-111	-13	-47	-0.3	27	-25	-7
COc1ccc(Cl)cc1-c1n[nH]c(=S)o1	-81	-0.3	-6	-2	-7	2.0	-6	-5	-5
Cc1ccccc1N1CCN(C2CCCN(C(=O)CCN3CCCCC3=O)C2)CC1 (stereo not given)	-3	-0.4	-2	-7	-8	-0.1	-7	0	3
Cc1ccc(C(=O)C[n+]2ccc(-c3nnc4n3CCC4)cc2)cc1	13	-0.5	-9	-6	4	0.8	-5	1	-1

Sorted by number of heavy atoms (lowest first): some entries from above
Compound	MLLE-PAM2 inh	TbMetRS inhib	NRP1-CendR mod	MsrA act	eLon inh	MsrA inhibitor	FAS TE block	MT1-MMP act inh	SKN-1 block
Cc1ccc(C(=O)C[n+]2ccc(-c3nnc4n3CCC4)cc2)cc1	13	-0.5	-9	-6	4	0.8	-5	1	-1
CCOC(=O)c1cc(CC)sc1NC(=O)CC1Sc2ccc(C(F)(F)F)cc2NC1=O (stereo not given)	2	0.5	-8	0	-8	0.8	-7	3	-1
COc1ccc(-c2c[n+]3c(n2-c2c(C)n(C)n(-c4ccccc4)c2=O)CCCCC3)cc1	3	-0.3	14	-2	5	0.9	-3	3	12

The listing continues.
Compound	MLLE-PAM2 inh	TbMetRS inhib	NRP1-CendR mod	MsrA act	eLon inh	MsrA inhibitor	FAS TE block	MT1-MMP act inh	SKN-1 block
COc1cc(NC(=O)c2nccnc2C(=O)O)cc(OC)c1	-6	-0.6	-1	-1	0	0.8	-6	5	-3
O=C(CSc1ccc(-c2ccco2)nn1)NCc1ccc2c(c1)OCO2	5	-0.3	-2	-7	2	-0.1	-7	-3	-9
CC(C)C1Oc2ccccc2N(CC(=O)N(Cc2ccncc2)Cc2ccco2)C1=O (stereo not given)	6	-1.5	-14	-1	-3	-1.5	1	-1	14
COc1ccc(OC)c(-n2cc3c(=O)n(C)c(=O)n(C)c3c2)c1	14	-2.1	4	-11	5	1.1	-8	-3	20
COCCn1c(C)nnc1SCC(=O)NNC(=O)c1ccc(Br)cc1	-10	0.5	2	-2	-3	0.9	-3	3	18
Cc1n[nH]c(=S)n1/N=C/c1ccccc1OCc1ccc(Cl)cc1	-85	0.2	-2	1	0	2.3	1	-6	29
O=C(NNc1nc2ccccc2o1)c1ccccc1	-13	2.2	3	-5	3	-0.5	-2	4	-18
CC1(C(=O)NS(=O)(=O)c2ccc(F)cc2F)CCN1C(=O)c1ccccc1CCc1ccccc1 (stereo not given)	15	-0.2	-3	-1	2	0.6	-5	3	2
CCc1nnc(NC(=O)c2ccc(COc3ccccc3Cl)o2)s1	-16	1.1	-12	0	-8	1.2	-5	5	8
COC(=O)c1c(-c2ccccc2)oc2c1C(OCCO)CCC2 (stereo not given)	.	-0.3	7	-1	3	-0.2	-11	4	4
O=C(COC(=O)c1ccc(Br)o1)Nc1cccc(S(=O)(=O)N2CCCCCC2)c1	-6	-0.2	4	-3	-7	0.3	8	-1	8
CC(=O)C1=C(O)C(=O)N(c2ccc(Br)cn2)C1c1ccc(Br)cc1 (stereo not given)	-6	0.2	-4	-2	-7	1.5	11	1	3

(continued)
Molecule | MLLE-PAM2 inh | TbMetRS inhib | NRP1-CendR mod | MsrA act | eLon inh | MsrA inhibitor | FAS TE block | MT1-MMP act inh | SKN-1 block
CCN(CC)c1nc(NNC(=O)c2ccccc2)nc(N(CC)CC)n1 | -6 | -0.4 | -5 | 1 | -1 | 0.4 | 4 | -1 | 19
COc1ccc(C(=O)N2CCN(S(=O)(=O)c3ccc(Cl)cc3)CC2)cc1OC | -7 | 0.3 | -18 | -6 | -8 | -0.2 | -8 | 7 | 0
Cc1ccc(C(=O)NCC(=O)OCCCn2c(=O)[nH]c3ccccc32)cc1C | -9 | 0.2 | -1 | -2 | 5 | 1.5 | 0 | 0 | 16
COCCn1cnnc1SCC(=O)Nc1cccc(S(=O)(=O)N2CCCCC2)c1 | -2 | -0.5 | -9 | 0 | -8 | 0.0 | -8 | -2 | 47*
O=C(COc1ccc2ccccc2c1)N1CCN(C(=O)c2cccnc2)CC1 | 15 | 0.3 | 6 | -1 | -1 | -0.8 | -5 | 6 | 23
COc1cc(CN2CCN(c3ccccc3C)CC2)cc([N+](=O)[O-])c1O | 0 | -0.2 | -4 | -2 | 0 | 0.3 | -2 | 8 | 9
COc1ccc(NC(=O)c2ccc(C(=O)c3cc(OC)ccc3OC)cc2)cc1 | 10 | 0.4 | -3 | -1 | -8 | . | -9 | 6 | -3
OC(CN1CCCCC1)CN(c1ccccc1)c1ccccc1 (stereo not given) | 1 | -1.4 | -16 | -7 | -3 | 0.4 | -10 | -2 | -18
Cc1ccc(N(NC(=O)C(C)(C)O)C(=O)c2ccccc2)cc1C | -11 | -0.1 | 14 | 0 | 0 | -1.0 | 3 | -2 | 3
CCCCN1C(N)=NC[C@@H]1CC1CCCCC1 | -9 | -0.1 | 0 | -7 | -4 | 0.5 | -14 | 2 | -17
CC(C)Oc1ccccc1-c1cc(C(=O)N/N=C/c2cccnc2)c2ccccc2n1 | -8 | -0.5 | -3 | -1 | -14 | -0.1 | 5 | 0 | 8
Cc1ccc(SCC(=O)N2CCCC2)cc1 | 5 | -0.5 | 0 | -8 | 0 | 0.8 | -8 | -1 | -11
COc1ccc(NC(=O)C2CCCN2C(=O)NCc2ccccc2)cc1 (stereo not given) | -10 | -0.9 | 9 | -7 | -8 | 0.7 | -2 | -4 | 3
COc1ccc(C(C(=O)NC2CCCCC2)N(C(=O)CCl)c2ccc(Cl)cc2)cc1 (stereo not given) | 7 | -0.5 | -20 | 2 | -4 | . | 12 | -29 | 1
COC(=O)c1ccc(CSc2nc3c(cnn3-c3ccccc3)c(=O)[nH]2)o1 | -25 | -0.3 | -5 | 1 | -3 | 0.9 | 0 | -5 | 11
COc1cccc(NC(=O)Cc2cn(C)c3ccccc23)c1 | -3 | -1.0 | 0 | -7 | -13 | -0.8 | 5 | 3 | -20
S=C1NC(C23CC4CC(CC(C4)C2)C3)=CC(c2ccc3c(c2)OCO3)N1 (stereo not given) | -37 | -0.9 | -13 | -4 | -1 | -0.2 | 23 | 11 | -2
Cc1ccc(-c2ccc(CCC(=O)O)n2-c2cccc(O)c2)cc1 | 5 | -0.3 | -13 | -3 | -21 | 0.8 | -3 | -16 | 5
Fc1ccccc1NC(=S)Nc1cccnc1 | 22 | 0.9 | 3 | -2 | -14 | -0.3 | -2 | -4 | -11

3 of the entries above in order of the MT1-MMP act inh value, smallest number first:
SMILES,MT1-MMP act inh
O=C(CSc1ccc(-c2ccco2)nn1)NCc1ccc2c(c1)OCO2,-3
Cc1ccc(N(NC(=O)C(C)(C)O)C(=O)c2ccccc2)cc1C,-2
CCCCNC(=O)CNC(=O)c1nn(-c2ccc(OC)c(Cl)c2)c(=O)c2ccccc12,4
